# p53ts 32C kill: p53ts cell cytotoxicity, permissive temperature | H1299-p53A138V at 32C, ATP luminescence viability, 24 h | Potency, µM (top dose mostly 46.1 µM), inactives show top-dose activity change, negative = cytotoxicity, most hits filed as cytotoxic | actives 0.93% (n = 130,000);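 also: 0% = DMSO and -100% = full killing by reference compound; nearly all actives have a fitted effect of over 55% in size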
#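 ATP-content luminescence (ATPlite) read-out after 24 h compound exposure at 32C in H1299-p53A138V cells (600/well). Tested up to 46 uM. Normalized to DMSO (0%) and 100 uM tamoxifen (100% killing); Hill-fit AC50.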
# p53ts 39C kill: kills p53ts cells at the nonpermissive temperature. H1299-p53A138V viability at 39C, ATP luminescence, 24 h. Potency, µM (series often up to 46.1 µM), inactives show at the top dose activity change, negative = cell killing, actives largely listed as cytotoxic. actives 1.5% (n = 130,000); also: nearly all actives have a fitted effect of over 55% in size
# Peg3 imprint: genomic imprint erasure induction. actives 0.02% (n = 110,000). mouse ES Peg3-LacZ reporter, beta-gal luminescence, 40 h. AID 1948. Potency, µM (top dose mostly 60.7 µM), for the others: top-dose activity change, positive = activation, actives largely listed as activators;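 also: 0% = negative control wells on the plate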
#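 Each well holds 300 Peg3LacZ-Neo (maternal) female ES cells incubated 40 h at 37C, 5% CO2. LacZ is measured by BetaGlo luminescence, with AC50 and maximum efficacy derived from dose-response curves.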
# IkB sig inh: inhibitors of IkB signaling in ABC-DLBCL cells. actives 0.04% (n = 110,000). ABC-DLBCL IkBa-CBG/CBR dual luciferase ratio, 4 h; response scale: scaled: untreated 0%, proteasome inhibitor 100%. Potency, µM (series often up to 57.1 µM), for the others: at the top dose IkBa stabilization activation; active = well fitted curve in the direction sought with a large enough effect in the signal ratio, not every such curve was filed as active; inconclusive = small, poorly fitted or top-dose-only effect, or a change in a side signal; the % refers to the signal ratio;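 also: the direction sought is a rising ratio; 0% = basal untreated cells and 100% = reference inhibitor full response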
#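 Luminescence ratio of IκBα-fused green versus native red beetle luciferase in OCI-Ly3 cells, 4 h post-doxycycline with compound; red signal alone, scaled from basal (0%) to zero light (-100%), flagged nonspecific or cytotoxic effects.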
# * = called active by the depositor; u = inconclusive; x = not tested or not shown; [ ] = remark or other dose. Unless noted, calls follow the shape of the dose curve; as a rule, active = well fitted curve in the direction sought with a large enough effect; inconclusive = small, poorly fitted or top-dose-only effect, or another doubt; inactive = no such curve, though single readings can be large; an effect the other way counts as inactive or inconclusive. Unless noted, % is scaled to controls: 0 for no effect and ±100 for the full control effect; potency is read from the fitted curve at half-maximal effect.
SMILES,p53ts 32C kill,p53ts 39C kill,Peg3 imprint,IkB sig inh
COc1cc2c(C(=O)N3CCN(c4cccc(C)c4)C(C)C3)cn(CC(C)C)c(=O)c2cc1OC (stereo not drawn),-1%,-6%,-9%[10.9 µM],u
CCCC1=C(C(=O)OCC)C(c2ccc(F)cc2)n2ncnc2N1 (stereo not drawn),26%,19%,-5%,0.8%
CN(C)c1ccc(N=Nc2ccccc2C(=O)OCC(=O)N(C)c2ccccc2)cc1,10µM*,u,x,x
Cc1cc(C)c2[nH]c(=O)c(CN(CC3CCCO3)S(=O)(=O)c3ccc4c(c3)OCCO4)cc2c1 (stereo not drawn),6%,-3%,-1%,1.4%
COc1ccc(N(C(=O)c2cccnc2)S(=O)(=O)c2ccc3c(c2)n(C)c(=O)n3C)cc1,0%,0%,3%,-0.3%
N#CC(C(=O)Nc1ccccc1)=C1CCCCC1,-3%,-6%,x,x
O=C(NCCCn1ccnc1)C1CC(c2cccc(Br)c2)=NO1 (stereo not drawn),3%,14%,-10%,0.1%
COCCn1c(SCC(=O)c2ccccc2)nc2cc(C(=O)NC3CCCC3)ccc2c1=O,7%,0%,-6%[10.9 µM],0.2%
CN(C)c1ncc2nc(-c3ccc(Cl)cc3)c(=O)n(C[C@H]3CCCO3)c2n1,10%,-5%,-7%,2.1%[11.4 µM]
c1ccc(Nc2nc(-c3cccs3)cs2)nc1,13µM*,u,-88%[inhibitor],u
COc1ccc(-c2nnc(SCc3cc(=O)c4cc(C)cc(C)c4[nH]3)n2C)cc1,1%,-3%,-16%[10.9 µM],0.3%
CC1(C)Cc2ccccc2-c2nnc(SCc3ccccc3)n21,7%,-13%,x,x

# Among those listed so far, these have four or more nitrogen atoms:
SMILES,p53ts 32C kill,p53ts 39C kill,Peg3 imprint,IkB sig inh
CCCC1=C(C(=O)OCC)C(c2ccc(F)cc2)n2ncnc2N1 (stereo not drawn),26%,19%,-5%,0.8%
CN(C)c1ccc(N=Nc2ccccc2C(=O)OCC(=O)N(C)c2ccccc2)cc1,10µM*,u,x,x
COc1ccc(N(C(=O)c2cccnc2)S(=O)(=O)c2ccc3c(c2)n(C)c(=O)n3C)cc1,0%,0%,3%,-0.3%
O=C(NCCCn1ccnc1)C1CC(c2cccc(Br)c2)=NO1 (stereo not drawn),3%,14%,-10%,0.1%
CN(C)c1ncc2nc(-c3ccc(Cl)cc3)c(=O)n(C[C@H]3CCCO3)c2n1,10%,-5%,-7%,2.1%[11.4 µM]
COc1ccc(-c2nnc(SCc3cc(=O)c4cc(C)cc(C)c4[nH]3)n2C)cc1,1%,-3%,-16%[10.9 µM],0.3%

# Carrying on.
SMILES,p53ts 32C kill,p53ts 39C kill,Peg3 imprint,IkB sig inh
CCN(c1ccccc1)S(=O)(=O)c1ccc2[nH]cc(C(=O)NC3CCCCC3)c(=O)c2c1,-26%,u,-17%[10.9 µM],u
Cc1cc2oc(C(=O)Nc3sc4c(c3C(=O)NCc3ccco3)CCC4)cc(=O)c2cc1C,3%,u,8%[10.9 µM],-1.2%
CCc1ccc(-c2nc(CSCC(=O)NCc3ccccc3OC)c(C)o2)cc1,-2%,-21%,-17%[10.9 µM],u
COc1ccc2oc(=O)c(-c3csc(-c4ccc(Br)cc4)n3)cc2c1,8%,-30%,3%[10.9 µM],-1.2%
CC(C)[C@@H](C)/C=C\[C@@H](C)[C@@H]1CC[C@H]2C3=CC=C4C[C@@H](O)CC[C@]4(C)[C@H]3CC[C@]21C,-1%[9.22 µM],6%[9.22 µM],4%[10.9 µM],-0.5%[11.4 µM]
CCOC(=O)c1ccc(CN(Cc2ccc(Br)cc2)S(=O)(=O)c2cccc(C(F)(F)F)c2)cc1,4%,-27%,-15%[10.9 µM],u
CCOC(=O)Cc1csc(NC(=O)c2cccnc2)n1,-5%,-3%,-15%,-3.1%
O=C(Nc1ccc(F)c(F)c1)c1ccc(F)c(S(=O)(=O)N2CCOCC2)c1,6%,7%,-21%,0.9%
CC(C)(C)OC(=O)N1CCC(c2c(C(=O)NCc3ccco3)cnn2-c2ccccc2)CC1,3%,7%,13%[10.9 µM],u
Clc1ccc(Cl)c(Nc2ccnc(SCc3ccccc3)n2)c1,8%[9.22 µM],20%[9.22 µM],-13%[10.9 µM],-0.9%[11.4 µM]
Cc1ccc(CSc2ncc(Cl)c(C(=O)Nc3sc4c(c3C(N)=O)CCCC4)n2)cc1,16%,-18%,16%[10.9 µM],1.5%
COc1ccc(-c2nnc(SCC(=O)Nc3ccc(F)cc3)s2)cc1,6%,u,-8%[10.9 µM],u
O=C(c1cc(Br)ccc1O)c1cc(Br)ccc1O,7%[9.22 µM],-7%[9.22 µM],-15%[10.9 µM],0.0%[11.4 µM]
O=C1CN(C(=O)COC(=O)C2CC(=O)N(Cc3ccco3)C2)c2ccccc2N1 (stereo not drawn),8%,-2%,-8%,1.0%
NC(=O)c1ccccc1-c1nc(-c2ccccc2)no1,-21%,-7%,-43%[inhibitor],u
O=C(CC1N=C2c3ccccc3N=C(SCC(=O)Nc3cccc(Cl)c3)N2C1=O)NCc1cccs1 (stereo not drawn),11%,22%,-3%[10.9 µM],u
O=C(CSc1nccn1Cc1ccc(F)cc1)NC1CCCC1,-3%,-21%,-13%[10.9 µM],u
CCOC(=O)C1CCC(CN(Cc2ccc(OC)cc2)S(=O)(=O)c2ccc(C)cc2)CC1 (stereo not drawn),0%,-22%,-10%[10.9 µM],u
COc1ccccc1N1CCN(C(=O)c2ccc(CS(=O)c3ccccc3C)o2)CC1 (stereo not drawn),-9%,11%,7%[10.9 µM],-3.6%
COc1ccc(CCN(Cc2nc(-c3ccccc3)no2)Cc2nc(-c3ccccc3)no2)cc1OC,1%,-4%,1%,0.0%
COc1ccc(OC)c(CNS(=O)(=O)c2c(C(=O)N3CCC(C)CC3)c(C)n(C)c2C)c1,9%,-14%,-9%[10.9 µM],0.6%
COC(=O)c1ccccc1NC(=O)c1cc2c(-c3ccc(OC)c(OC)c3)nn(C)c2s1,0%,21%,-5%[10.9 µM],u
CC(=O)N1c2ccc(S(=O)(=O)N(C)CC(=O)N(Cc3ccccc3)C(C)C)cc2CC1C (stereo not drawn),6%,-12%,-16%[10.9 µM],-0.3%
COc1ccc(-c2cc(C(F)(F)F)nc(SCC(=O)NCc3ccc(OC)c(OC)c3)n2)cc1,3%,20%,3%[10.9 µM],-1.6%
O=C(c1ccc(C#CC2(O)CCCCC2)cc1)N1CCOCC1,6%,6%,-9%,-0.1%
CCn1cc(Br)c(C(=O)Nc2ccc(C(=O)OC(C)C)cc2)n1,-11%,-18%,-29%,u
COC(=O)[C@@]1(Cc2ccc(OC)cc2)[C@H]2c3cc(C(=O)N4CCCC4)n(Cc4cc(C)n(C)n4)c3C[C@H]2CN1C(=O)c1ccccc1,-3%,-11%,-3%,x
CCOC(=O)C1=C(c2ccccc2)Nc2ncnn2C1c1ccccn1 (stereo not drawn),8%,7%,7%,-1.2%
Cc1ccc(S(=O)(=O)CCC(=O)N2CCN(c3nc4c(C)c(C)ccc4s3)CC2)cc1,-2%,16%,-12%[10.9 µM],-2.3%
O=C(CCS(=O)(=O)c1cc2c3c(c1)CCN3C(=O)CC2)Nc1cccc(Br)c1,-6%,-13%,-3%[10.9 µM],-0.1%
CO[C@@H]1COC(=O)C/C=C\[C@@H](C)[C@H](OC)COC(=O)[C@H](COCc2ccccc2)NC(=O)C/C=C\[C@H]1C,11%[9.22 µM],11%[9.22 µM],x,x
CCC(=O)Nc1ccc2nc(SCC(=O)N3CCc4ccccc43)sc2c1,-9%,-7%,-16%[10.9 µM],-0.7%
COc1cccc(-c2csc(N3CCN(S(=O)(=O)c4ccc(F)cc4)CC3)n2)c1,3%,5%,-12%,1.4%
COc1ccccc1NC(=O)CC(c1cc(OC)c(OC)c(OC)c1)N1Cc2ccccc2C1=O (stereo not drawn),4%,13%,-8%[10.9 µM],u
CCOc1cc(/C=N\O)cc(Cl)c1OCC,3%,13%,x,x
CCOC(=O)CN1C(=O)COc2ccc(Cl)cc21,-3%,7%,-2%,0.5%
O=C(CCc1ccccc1)N1CCc2c([nH]c3ccccc23)C1c1ccc(F)cc1 (stereo not drawn),-19%,-13%,-8%[10.9 µM],u
COC(=O)C/C=C\[C@@H](C)[C@@H](/C=N\OC[C@@H](O)[C@H]1O[C@H]2OC(C)(C)O[C@H]2[C@@H]1O)NS(=O)(=O)c1ccc(C)cc1,5%[9.22 µM],3%[9.22 µM],x,x
O=C(NC1CC(=O)N(c2ccc3c(c2)OCCO3)C1)c1c(F)cccc1Cl (stereo not drawn),-1%,10%,13%[10.9 µM],-5.0%
Cn1c(CCCNC(=O)c2ccccc2)nc2ccccc21,3%,-3%,-2%,-1.1%
Cc1ccc2[nH]c(=O)c3cc(C(=O)N4CCN(c5ccccc5)CC4)sc3c2c1,12%,-12%,5%[10.9 µM],u
CCOc1ccccc1N1CCN(S(=O)(=O)c2ccc(C3CCCCC3)cc2)CC1,2%,10%,-11%[10.9 µM],u
Nc1nn(S(=O)(=O)c2cccc3nsnc23)cc1-c1ccc(Br)cc1,8%,6%,-12%,u
Cc1cccn2c(=O)c3cc(C(=O)NCc4ccccn4)n(C)c3nc12,-5%,10%,0%,0.5%
Cn1c(=O)oc2cc(S(=O)(=O)N3CCN(C(=O)c4ccco4)CC3)ccc21,6%,8%,-10%,u
CCOC(=O)c1nn(-c2cccc(Cl)c2)c2nc(CC(C)C)c(C#N)c(=O)n12,0%,16%,x,x
COCc1cc(C)nc2sc(C(=O)N3CCN(c4ccccc4)CC3)c(N)c12,3%,-15%,-10%,2.0%
c1ccc(-c2nn3c(-c4ccccc4)nnc3s2)cc1,2%,10%,8%,1.3%
COC(=O)COc1ccc(S(=O)(=O)NCc2ccncc2)cc1,-4%,-3%,-8%,2.2%
Cc1ccc(NC(=O)COc2ccc(-c3nn(C)c(=O)c4ccccc34)cc2)cc1,0%,-2%,-12%[10.9 µM],u
COc1ccc(C(=O)Cn2c(N3CCOCC3)nc3c2c(=O)n(C)c(=O)n3C)cc1,1%,-6%,7%,-2.2%
O=C(NCc1ccc2c(c1)OCO2)C1CCCN(S(=O)(=O)c2cccs2)C1 (stereo not drawn),4%,-13%,-11%,-0.3%
CC1=C(C(N)=O)C(c2cccc(Br)c2)n2nc(SCc3ccccc3)nc2N1 (stereo not drawn),-2%,20%,u,-0.1%
Cc1cnn(C(=O)c2oc3ccccc3c2C)c1,-7%,7%,-25%,2.4%
O=C(NC1CCCCCC1)C1c2ccccc2C(=O)N1CCCN1CCOCC1 (stereo not drawn),-8%,-3%,-6%,-1.9%
O=C1OC2(c3ccc(O)cc3Oc3cc(O)ccc32)c2c1c(-c1ccccc1)c(-c1ccccc1)c(-c1ccccc1)c2-c1ccccc1,26%[9.22 µM],28%[9.22 µM],4%[10.9 µM],-1.7%[11.4 µM]
CCOC(=O)c1cccc(NC(=O)CSc2nc3ccccc3c(=O)n2CC)c1,-1%,4%,0%,0.5%
N#Cc1cccc(NC(=O)N2CC[C@@]3(CCCN(C(=O)c4ccco4)C3)C2)c1,-1%,-1%,x,0.4%[11.4 µM]
Cc1ccc(OCC(=O)OCc2cc(=O)n3nc(C4CCCCC4)sc3n2)cc1,1%,-17%,-7%[10.9 µM],3.1%
CCCCOc1ccc(C(=O)NCC2(N3CCN(C)CC3)CCCCC2)cc1,-2%,-19%,-18%[10.9 µM],u
# Further records:
SMILES,p53ts 32C kill,p53ts 39C kill,Peg3 imprint,IkB sig inh
O=C(Nc1cnc2ccccc2c1)c1cccc(-n2cnnn2)c1,5%,1%,-11%,-0.1%
Cc1cccc(C)c1OCC(=O)N1CCC(c2nc3ccccc3o2)CC1,-8%,-12%,-7%[10.9 µM],-1.2%
Cc1ccc(S(=O)(=O)NCC(Nc2cccc(Cl)c2)c2ccccc2)cc1 (stereo not drawn),u,16µM*,-16%[10.9 µM],u
COc1ccccc1N1CCN(C(=O)C2CCC(Cn3c(=S)[nH]c4ccccc4c3=O)CC2)CC1 (stereo not drawn),20%,32%[activator],-29%,-1.4%
CNC(=O)c1cc2c(=O)n3cccc(C)c3nc2n(C(C)C)c1=N,-10%,-2%,-4%,1.2%
CCOc1ccccc1CNC(=O)c1ccc2c(c1)N(CC)CCS2,12%,-7%,-19%[10.9 µM],0.0%
COC(=O)c1ccc(CSc2nc3c(c(=O)n2-c2ccc(C)cc2)SCC3)o1,9%,u,-16%,-1.8%

# High-throughput results from PubChem.
